mcGAS lum: blocks mouse cGAS activity; Q8C6L5; recombinant cGAS, Kinase-Glo ATP depletion luminescence; inhibition, % at 12.5 µM; actives 0.15% (n = 160,000);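 further: 0% = negative control wells and 100% = reference inhibitor with no enzyme activity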
hcGAS inh: blocks human cGAS activity; Q8N884; recombinant h-cGAS, ATP depletion, Kinase-Glo luminescence; inhibition, % at 12.5 µM; actives 0.081% (n = 290,000); AID 1259398;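 further: 0% = vehicle reaction and 100% = reaction without DNA for no activity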
Target sequence (Q8N884 whole entry, looked up): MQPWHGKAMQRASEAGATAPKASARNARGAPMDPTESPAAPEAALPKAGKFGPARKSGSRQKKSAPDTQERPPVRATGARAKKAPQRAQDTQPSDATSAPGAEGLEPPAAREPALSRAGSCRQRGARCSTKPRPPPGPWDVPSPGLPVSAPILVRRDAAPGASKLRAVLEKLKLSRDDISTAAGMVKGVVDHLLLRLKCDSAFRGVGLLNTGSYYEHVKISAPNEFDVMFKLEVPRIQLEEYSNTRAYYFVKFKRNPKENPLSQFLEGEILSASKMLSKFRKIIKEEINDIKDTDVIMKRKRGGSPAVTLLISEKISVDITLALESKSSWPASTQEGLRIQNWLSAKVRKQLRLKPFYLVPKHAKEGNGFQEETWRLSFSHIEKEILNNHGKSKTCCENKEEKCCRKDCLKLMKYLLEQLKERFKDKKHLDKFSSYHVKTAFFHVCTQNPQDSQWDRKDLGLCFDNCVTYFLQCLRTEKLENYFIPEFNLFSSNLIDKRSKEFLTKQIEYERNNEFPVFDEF
NPYLR7 agonist: mosquito NPYLR7 agonism. HEK293T NPYLR7/Galpha15, GCaMP6s calcium fluorescence. activation, % at 10 µM. actives 0.15% (n = 270,000). AID 1259423; in the data active means activation above about 40%;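 further: 0% = vehicle and 100% = reference agonist at the receptor; some compounds past the cut are filed as inactive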
* = called active by the depositor; & = joins results of further samples. Unless noted, no stated cut-off is given here; in the data, active means inhibition above about 40%; inactive means the rest.

Cc1cc(C)c(S(=O)(=O)N2CCN(C(=O)NCCCOC(C)C)CC2)c(C)c1 was read as mcGAS lum -4.7, hcGAS inh -5.1 and NPYLR7 agonist 15.7.
For CCn1c(SCC(=O)Nc2ccc3c(c2)OCO3)nnc1-c1c(C)nc2sccn12 the results were mcGAS lum -3.5, hcGAS inh -0.3 and NPYLR7 agonist -2.1.
CCCN1CC(NC2CSCCSC2)CC1=O (stereo not given) was read as mcGAS lum -10.5 and hcGAS inh -6.2.
`O=S(=O)(NCCC1CCCO1)c1cnc(Cl)c(Cl)c1` (stereo not given) gave hcGAS inh -2.9 and NPYLR7 agonist 7.6.
Screening Cc1nc2cc(C(F)(F)F)ccc2n1C1CCN(C(=O)c2sccc2Cl)CC1 returned mcGAS lum -6.3, hcGAS inh -3.2 and NPYLR7 agonist 5.2.
For CC(c1ccccc1)n1c(SCC(=O)O)nnc1-c1ccncc1 (stereo not given) the results were mcGAS lum -10.6, hcGAS inh -5.5 and NPYLR7 agonist 9.0.
For CC(=NNC(=S)NC(C)C)c1ccc(Cl)s1 the results were hcGAS inh -3.1 and NPYLR7 agonist 1.5.
For COc1ccc(NC(=O)Cn2nc(-c3ccco3)c3sc(N4CCCCC4)nc3c2=O)cc1OC the results were mcGAS lum -6.3, hcGAS inh -4.7 and NPYLR7 agonist -3.7.
Screening CC(NC1CCN(c2sccc2C#N)C1=O)c1ccc(F)c(F)c1 (stereo not given) returned mcGAS lum -1.6, hcGAS inh -2.3 and NPYLR7 agonist -0.3.
`CCN(Cc1ccc(C(=O)N(C)OC)cc1)C(C)C` gave hcGAS inh -7.9 and NPYLR7 agonist 0.8.
For COc1ccccc1CC(=O)N1CCOC(COc2ccc(C)cc2)C1 (stereo not given) the results were mcGAS lum -5.0, hcGAS inh -1.7 and NPYLR7 agonist -6.3.
CC1CN(C(=O)OC(C)(C)C)CC(C)N1C(=O)C1COCCO1 (stereo not given) was read as hcGAS inh -12.7 and NPYLR7 agonist -5.1.
Screening Cc1cc(=O)[nH]c(-n2ncc(C(=O)Nc3ccc(OC(F)(F)F)cc3)c2C)n1 returned hcGAS inh -0.9 and NPYLR7 agonist -1.0.
Screening C=C(C)COc1ccccc1C(=O)NC(C)c1cn2ncsc2n1 (stereo not given) returned mcGAS lum -23.5, hcGAS inh -4.9 and NPYLR7 agonist 6.9.
Screening O=C(Nc1ccc(SCc2cccnc2)cc1)C1=COCCO1 returned mcGAS lum -17.3, hcGAS inh -6.3 and NPYLR7 agonist 6.7.
`O=C1CN(S(=O)(=O)c2ccc(OC(F)(F)F)cc2)CCN1` gave hcGAS inh -13.1 and NPYLR7 agonist 6.8.
For COCCNC(=O)c1ccc(Nc2c(Oc3ccc(C)cc3C)cnn(C)c2=O)cc1 the results were mcGAS lum -4.6 and hcGAS inh -6.7.
`Cc1ccc(N=Nc2c(-c3ccccc3)[nH]n(-c3nc(-c4ccccc4)cs3)c2=O)cc1[N+](=O)[O-]` gave mcGAS lum -0.6, hcGAS inh 7.6 and NPYLR7 agonist 5.7.
Cc1cc(F)cc2c1N(C(=O)C(C)NC(=O)c1ccoc1)CCC2 (stereo not given) was read as mcGAS lum -12.9, hcGAS inh -5.2&-6.5 and NPYLR7 agonist -19.0&-1.6.
CC(=O)NC(C(=O)N(C)Cc1ccccc1Cl)C(C)C (stereo not given) was read as mcGAS lum -5.3, hcGAS inh -5.1 and NPYLR7 agonist 4.2.
CCN(C(=O)C1CCCN(S(=O)(=O)c2ccc(C)s2)C1)c1ccccc1 (stereo not given) was read as mcGAS lum -5.3, hcGAS inh -12.4 and NPYLR7 agonist 10.4.
Cc1c(Cl)cccc1N1C(=O)C2CC=CCC2C1=O (stereo not given) was read as mcGAS lum -4.6, hcGAS inh -4.4 and NPYLR7 agonist -12.3.
For CNC(=O)CSc1nc(-c2ccccc2)c(NC(=O)c2ccccc2OC(C)=O)s1 the results were mcGAS lum -4.0, hcGAS inh 2.9 and NPYLR7 agonist -9.3.
For CCOC(=O)c1nc2ccccc2nc1N1CCCN(C(=O)CCCCC(=O)OC)CC1 the results were mcGAS lum -5.2, hcGAS inh -4.7 and NPYLR7 agonist 4.2.
COc1cccc(Cc2c(C)nc(C)nc2N2CCN(C(=O)COc3ccc(Cl)cc3)CC2)c1 was read as mcGAS lum -6.9, hcGAS inh -2.9 and NPYLR7 agonist 21.4.
For CCOC(=O)c1cc(-c2ccc(N3CCN(C(=O)Cc4ccccc4)CC3)cc2)n(-c2ccccc2OC)n1 the results were mcGAS lum 1.4, hcGAS inh 4.0 and NPYLR7 agonist -0.6.
Screening CCc1c(C)nn(CC(=O)N2CCCC(c3nn(C)c(=O)n3CC)C2)c1C (stereo not given) returned hcGAS inh -2.5 and NPYLR7 agonist -1.4.
CCN1CCN(S(=O)(=O)c2ccc(OC)c(N3CCN(C(=O)c4ccc([N+](=O)[O-])o4)CC3)c2)CC1 was read as mcGAS lum -3.6, hcGAS inh 0.8 and NPYLR7 agonist 11.3.
For Cc1cccc2c3nc4ccccc4nc3n(CC#N)c12 the results were mcGAS lum -2.3, hcGAS inh 13.6 and NPYLR7 agonist -0.9.
Screening CC(c1ccncn1)N(C)c1nc2nonc2nc1N1CCCCCC1 (stereo not given) returned hcGAS inh -3.1&-2.5 and NPYLR7 agonist 8.8&16.3.

Compounds above that contain an aryl methoxy group:
For COc1ccc(NC(=O)Cn2nc(-c3ccco3)c3sc(N4CCCCC4)nc3c2=O)cc1OC the results were mcGAS lum -6.3, hcGAS inh -4.7 and NPYLR7 agonist -3.7.
For COc1ccccc1CC(=O)N1CCOC(COc2ccc(C)cc2)C1 (stereo not given) the results were mcGAS lum -5.0, hcGAS inh -1.7 and NPYLR7 agonist -6.3.
COc1cccc(Cc2c(C)nc(C)nc2N2CCN(C(=O)COc3ccc(Cl)cc3)CC2)c1 was read as mcGAS lum -6.9, hcGAS inh -2.9 and NPYLR7 agonist 21.4.
For CCOC(=O)c1cc(-c2ccc(N3CCN(C(=O)Cc4ccccc4)CC3)cc2)n(-c2ccccc2OC)n1 the results were mcGAS lum 1.4, hcGAS inh 4.0 and NPYLR7 agonist -0.6.
CCN1CCN(S(=O)(=O)c2ccc(OC)c(N3CCN(C(=O)c4ccc([N+](=O)[O-])o4)CC3)c2)CC1 was read as mcGAS lum -3.6, hcGAS inh 0.8 and NPYLR7 agonist 11.3.

Going on with the list.
For CC(NC(=O)CSc1ncnc2c1oc1ccccc12)c1ccccc1 (stereo not given) the results were hcGAS inh -6.0 and NPYLR7 agonist -8.5.
CCOc1ccccc1CN1CCN(C2CCC2)CC1CCO (stereo not given) was read as hcGAS inh 5.3 and NPYLR7 agonist 1.0.
`C=C1CSc2nc(=O)c3c4c(sc3n21)CCC4` gave mcGAS lum -4.6, hcGAS inh -5.0 and NPYLR7 agonist -5.6.
`CCn1c(C)c(C=NC(C)C2CC3CCC2C3)c2ccccc21` (stereo not given) gave hcGAS inh -7.0 and NPYLR7 agonist 0.4.
Cc1nc(C(C)C)ncc1C(=O)N1Cc2cnc(-c3ccccc3)nc2C1 was read as hcGAS inh -3.7 and NPYLR7 agonist 12.9.
CCCCCCc1ccc(C(=O)N2CCCN(c3nc(Cc4ccc(F)cc4)ns3)CC2)cc1 was read as mcGAS lum -7.4, hcGAS inh -14.4 and NPYLR7 agonist 0.4.
CC(=O)Nc1ccc(Nc2c3c(nc4c(-c5ccccc5)c(C)nn24)CCCC3)cc1 was read as mcGAS lum -9.5, hcGAS inh -8.3 and NPYLR7 agonist 4.7.
Screening O=C(NCCn1ncc2c(N3CCCCCC3)ncnc21)c1cnccn1 returned mcGAS lum -8.5, hcGAS inh -8.4 and NPYLR7 agonist -0.8.
C=CCN(Cc1cccs1)Cn1nc(C(=O)NC)c2ccccc2c1=O was read as hcGAS inh -4.8 and NPYLR7 agonist -2.3.
`CCc1nc2c(OCC(=O)c3ccc(F)cc3)cccn2c1N(C)C(=O)c1ccco1` gave mcGAS lum -2.4, hcGAS inh -5.4 and NPYLR7 agonist 10.1.
`Cc1ccc(-n2ncc(C(=O)NC[C@@H]3CC[C@H]4C[C@@H]3C4(C)C)c2N)c(C)c1` gave hcGAS inh -5.5 and NPYLR7 agonist 2.0.
Screening CCCc1nc(C)cc(N2CCCC(C(=O)NCCCO)C2)n1 (stereo not given) returned hcGAS inh -10.4 and NPYLR7 agonist 19.8.
`CC1Sc2nnc(-c3ccncc3)n2N=C1c1ccc(F)c(F)c1` (stereo not given) gave hcGAS inh -5.4 and NPYLR7 agonist 9.2.
CN(C)c1ccc(C2CC(c3ccc(Cl)cc3)=Nc3nnnn32)cc1 (stereo not given) was read as mcGAS lum -2.4, hcGAS inh -13.1 and NPYLR7 agonist 20.3.
Screening CCCN(Cc1cnc2ccccc2n1)Cc1ccccc1OC returned mcGAS lum 0.0 and hcGAS inh -2.8.
For Cc1ccc(-c2nc(Cn3nnc(C(=O)Nc4ccccc4)c3C)c(C)o2)cc1 the results were mcGAS lum -8.7, hcGAS inh -8.0 and NPYLR7 agonist 3.8.
c1ccc2cc(C3=NCCN3)ncc2c1 was read as hcGAS inh -5.5 and NPYLR7 agonist -1.0.
Cc1ccnc(SCc2cc(=O)c(OC(=O)c3cc4ccccc4oc3=O)co2)n1 was read as mcGAS lum -6.0, hcGAS inh -1.0 and NPYLR7 agonist -6.8.
For O=C(NCc1ccccn1)C1CCN(C2CCN(C(=O)c3ccc(Cl)cc3)CC2)CC1 the results were hcGAS inh -9.9 and NPYLR7 agonist 3.1.
Screening CC(=O)c1[nH]c(C)c(C(=O)N2CCC(c3cc(C(C)C)n[nH]3)CC2)c1C returned hcGAS inh -2.9 and NPYLR7 agonist 1.0.
For CCN(Cc1ccc2ccccc2n1)C(=O)c1cccc(NC(C)=O)c1 the results were hcGAS inh -1.7 and NPYLR7 agonist 2.9.
For CC1(C(=O)Nc2cnc3ccccc3c2)CCN1Cc1ccc(-c2ccccc2)o1 (stereo not given) the results were hcGAS inh -11.5 and NPYLR7 agonist 6.9.
Screening CCOC(=O)N1CCC(NCc2cncn2CC(C)C)CC1 returned hcGAS inh -4.9 and NPYLR7 agonist 1.5.
Screening CC(C(=O)Nc1ccccn1)N1CCc2[nH]nc(-c3ccc(F)c(F)c3)c2C1 (stereo not given) returned mcGAS lum -12.2, hcGAS inh -5.1 and NPYLR7 agonist -4.5.
COc1ccc(/C=C/c2cc(O)cc(O[C@@H]3O[C@H](CO)[C@@H](O)[C@H](O)[C@H]3O)c2)cc1 was read as mcGAS lum -2.2, hcGAS inh -1.3 and NPYLR7 agonist -8.2.
CCOC(=O)Cn1c(=O)[nH]c2cc(Br)cnc21 was read as hcGAS inh -6.8 and NPYLR7 agonist 9.3.
For CC(NC(=O)c1cccc(Cn2cccn2)c1)c1cn2ccsc2n1 (stereo not given) the results were hcGAS inh 3.8 and NPYLR7 agonist -4.8.
COCC(O)CN(CC(=O)N1CCc2sccc2C1COc1ccc(OC)cc1)CC1CC1 (stereo not given) was read as mcGAS lum -5.3, hcGAS inh -3.9 and NPYLR7 agonist 9.0.
Screening Cc1cc(C)c(CS(=O)(=O)CC(=O)N2CCOC(C)C2)c(C)c1 (stereo not given) returned mcGAS lum -7.7, hcGAS inh -1.8 and NPYLR7 agonist 10.3.
`COCC1(C(=O)NC(C)c2ccc3c(c2)OCCCO3)CCC1` (stereo not given) gave mcGAS lum -17.8, hcGAS inh -7.5 and NPYLR7 agonist 0.0.

In the list so far, two have a cyano group:
Screening CC(NC1CCN(c2sccc2C#N)C1=O)c1ccc(F)c(F)c1 (stereo not given) returned mcGAS lum -1.6, hcGAS inh -2.3 and NPYLR7 agonist -0.3.
For Cc1cccc2c3nc4ccccc4nc3n(CC#N)c12 the results were mcGAS lum -2.3, hcGAS inh 13.6 and NPYLR7 agonist -0.9.

The listing continues.
`Cc1cc(NC(=O)Cn2cnc3c(nnn3-c3ccc(F)cc3)c2=O)no1` gave hcGAS inh 0.1 and NPYLR7 agonist 10.4.
`CC(C)NC(=O)CNC(=O)CN1CCCCCCC1` gave mcGAS lum -16.5, hcGAS inh -8.0 and NPYLR7 agonist 20.1.
`Cc1ccc(-n2nnc(C(=O)N3CCOCC3)c2C)cc1` gave mcGAS lum -5.3, hcGAS inh -0.4 and NPYLR7 agonist -10.1.
Screening Cc1cnc2c(Cl)c(C(=O)N3CCCC4(CC3)CNC(=O)O4)nn2c1 (stereo not given) returned mcGAS lum -19.5, hcGAS inh -12.4 and NPYLR7 agonist 18.1.
Screening O=C1CCCc2occ(C(=O)N3CCc4nnc(CCc5ccccc5)n4CC3)c21 returned mcGAS lum -1.5, hcGAS inh -0.8 and NPYLR7 agonist -6.2.
For Cn1c(N)c(C(=O)COC(=O)Cn2nnc(-c3cccs3)n2)c(=O)n(C)c1=O the results were mcGAS lum 2.1, hcGAS inh 0.0 and NPYLR7 agonist 11.3.
`COc1ccc2cc(C3CN(Cc4nccs4)CCO3)ccc2c1` (stereo not given) gave mcGAS lum -7.4, hcGAS inh 1.4 and NPYLR7 agonist 1.0.
`CCc1nc2n(n1)CC(NCc1ccc(N3CCCCC3)cc1)CC2` (stereo not given) gave mcGAS lum -6.9, hcGAS inh -9.1 and NPYLR7 agonist 6.2.
For COCCN(Cc1ccccc1OC)CC(O)COc1ccccc1 (stereo not given) the results were mcGAS lum -4.6, hcGAS inh -0.2 and NPYLR7 agonist 29.9.
Cc1nc(C(=O)N(C)Cc2snnc2C)c(C)o1 was read as mcGAS lum -8.4, hcGAS inh -3.3 and NPYLR7 agonist 0.1.
COc1ccc(C=CC(=O)N2c3ccccc3CC2C)cc1S(=O)(=O)N1CCOCC1 (stereo not given) was read as mcGAS lum -6.6, hcGAS inh -7.4 and NPYLR7 agonist 9.4.
`CC(=O)c1cccc(OCc2cc(C(=O)NCc3ccco3)n[nH]2)c1` gave hcGAS inh -10.2 and NPYLR7 agonist 9.2.
For CN(Cc1ccc2ccccc2n1)C(=O)c1ccc(N2CCC(O)CC2)nc1 the results were mcGAS lum -9.5, hcGAS inh -5.8 and NPYLR7 agonist 19.7.

From PubChem
